SIAE primary – human SIAE inhibition, primary screen; Q9HAT2; SIAE FP-Rh probe binding, fluorescence polarization; inhibition, % at 9.66 µM; 370,000 tested, 0.69% active; AID 1053197;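 active = inhibition above a cutoff: mean of compounds within the control limits plus 3 SD of those, cut at about 17% in these data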;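 note: 0% = plate median of compound wells and 100% = probe without SIAE protein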
UHRF1 binding – human UHRF1 methylated DNA binding inhibitors; 370,000 tested, 0.75% active; UHRF1 binding to methylated oligo, TR-FRET; Q96T88; inhibition, % at 4.4 µM; in the data active = inhibition above about 21%;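 note: UHRF1 SRA domain binding a hemimethylated CpG hairpin DNA probe; 0% = median of test compound wells and 100% = reference inhibitor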
PG9 Ab binder – binds the HIV-1 gp120 antibody PG9; AID 624416; inhibition, % at 6.7 µM; 360,000 tested, 0.43% active; TR-FRET gp120-PG9 antibody binding; in the data active = inhibition above about 8.5%
TCR CD3 inh – blocks the human TCR-CD3 interaction | TAMRA-labeled TCR probe fluorescence, biochemical | inhibition, % at 9.4 µM | 360,000 tested, 0.37% active; in the data active = inhibition above about 19%;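 note: recombinant mutant TCR 2C K166C tagged with TAMRA read by polarization; 0% = receptor in buffer alone and 100% = receptor with positive control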
PRMT1 inh – blocks human protein arginine methyltransferase 1; AID 652257; inhibition, % at 2.79 µM; Q99873; recombinant PRMT1, activity-based probe fluorescence polarization; 370,000 tested, 1.3% active;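 active = inhibition above about 21% made by adding two undisclosed values, limit read from the data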
HTRA1 inhibitor – blocks human HTRA1 serine peptidase; inhibition, % at 5.96 µM; recombinant HTRA1, FP-rhodamine activity-based probe, fluorescence polarization; 340,000 tested, 0.5% active; Q92743; AID 504803; in the data active = inhibition above about 36%;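 note: 0% = enzyme with DMSO and 100% = wells lacking enzyme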
TDP2 absorb – TDP2 (human) inhibition, absorbance primary screen. O95551. recombinant TDP2, T5PNP hydrolysis, p-nitrophenol absorbance 415 nm. inhibition, % at 12.8 µM. 370,000 tested, 0.34% active. AID 720702;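 active = inhibition above the mean of all tested compounds plus 3 SD, set per campaign, cut at about 25% in these data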;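 note: 0% = DMSO with enzyme and 100% = buffer with substrate but no TDP2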
Target sequence (O95551 whole entry, looked up): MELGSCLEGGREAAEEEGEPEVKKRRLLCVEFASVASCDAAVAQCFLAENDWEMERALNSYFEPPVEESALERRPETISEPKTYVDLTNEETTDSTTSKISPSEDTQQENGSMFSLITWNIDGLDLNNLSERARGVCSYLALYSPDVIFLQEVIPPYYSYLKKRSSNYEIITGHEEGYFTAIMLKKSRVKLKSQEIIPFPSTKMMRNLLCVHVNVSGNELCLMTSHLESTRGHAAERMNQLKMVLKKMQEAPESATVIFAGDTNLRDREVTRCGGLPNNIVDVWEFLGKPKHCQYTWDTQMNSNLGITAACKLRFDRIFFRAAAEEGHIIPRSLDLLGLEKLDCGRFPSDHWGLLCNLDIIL
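Assay system: recombinant human TDP2 / Reagent: T5PNP substrate at 5 mM, a TopII-DNA adduct mimic / Measured by: epi absorbance from released p-nitrophenol / Evaluation: % inhibition relative to enzyme-containing and enzyme-free wells / Control set: enzyme-free and DMSO wells / Replicates: each compound tested once, singlicate / Schedule: enzyme reaction with compound for 2 h at 37 °C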
LEDGF integ inh – blocks HIV-1 LEDGF/p75-dependent DNA integration. AID 743269. 370,000 tested, 0.64% active. inhibition, % at 3.7 µM. TR-FRET IN-LEDGF/p75 DNA integration, Eu/Cy5;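 active = inhibition above the screen-wide mean plus 3 SD, cut at about 13% in these data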;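 note: signal is the Cy5 over europium emission ratio at 671 and 618 nm; 0% = plate median of compound wells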
ABHD4 inh – ABHD4 (mouse) inhibition, primary FP screen | Q8VD66 | purified mABHD4, FP-Rh probe fluorescence polarization | inhibition, % at 8.92 µM | 370,000 tested, 0.54% active;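 active = inhibition exceeding the mean over every tested compound plus 3 SD, cut at about 30% in these data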;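 note: 0% = plate median of compound wells and 100% = S159A mutant with DMSO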
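Material: mouse ABHD4 enzyme, wild type; Benchmarks: S159A mutant high control, sample median low control; Buffer or medium: HEPES pH 7.0, NaCl, Pluronic buffer; Signal: fluorescence polarization; Read-out: percent inhibition of probe binding, normalized to plate controls; Timing: pre-incubation 45 min, probe exposure 60 min, at 25 °C; Dosing: 8.92 µM, single dose.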
DDE Tn7 FP inh – disrupts Tn7 cyclic peptide binding to fibrin D-Dimer-E complex. P02675. FP displacement of FITC-Tn7 peptide from fibrin DD(E); 0% = median of compound wells per plate. inhibition, % at 8.3 µM. 370,000 tested, 0.13% active. AID 720508;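 active = inhibition above the mean of compounds falling within the control limits plus 3 SD of them, cut at about 14% in these data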;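 note: 0% = plate median of compound wells and 100% = 10 µM Aha-Tn7 peptide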
Target sequence (P02675 whole entry, looked up): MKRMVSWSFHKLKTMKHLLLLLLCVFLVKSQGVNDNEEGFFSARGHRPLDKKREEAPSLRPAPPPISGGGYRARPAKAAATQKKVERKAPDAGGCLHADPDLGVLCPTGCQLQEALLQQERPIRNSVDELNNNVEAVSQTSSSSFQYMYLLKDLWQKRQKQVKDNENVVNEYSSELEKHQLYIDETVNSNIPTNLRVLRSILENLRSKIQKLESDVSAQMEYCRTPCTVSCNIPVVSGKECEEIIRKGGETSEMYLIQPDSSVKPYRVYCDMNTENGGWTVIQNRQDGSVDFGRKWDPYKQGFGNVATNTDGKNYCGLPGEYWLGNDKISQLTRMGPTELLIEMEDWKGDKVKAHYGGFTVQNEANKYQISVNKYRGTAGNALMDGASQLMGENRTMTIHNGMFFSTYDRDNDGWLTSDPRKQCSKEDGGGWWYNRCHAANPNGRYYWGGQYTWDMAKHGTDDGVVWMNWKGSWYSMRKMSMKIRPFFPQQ
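Assay system: Human fibrin DD(E) protein | Medium: Tris buffer with calcium and detergent, pH 7.8 | Reagent: 0.1 µM fluorescent Tn7 | Compound dosing: Single point at 8.3 µM | Times: 10 min preincubation, 3 h with tracer, room temperature | Detection: Fluorescence polarization of the labelled Tn7 tracer | Controls: Aha-Tn7 high control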
Active calls of the source: *; . = not tested or not shown.

SMILES	SIAE primary	UHRF1 binding	PG9 Ab binder	TCR CD3 inh	PRMT1 inh	HTRA1 inhibitor	TDP2 absorb	LEDGF integ inh	ABHD4 inh	DDE Tn7 FP inh
O=C(NCC1COc2ccccc2O1)c1ccc(NC(=O)c2cccc(F)c2)cc1 (configuration not stated)	-1	0	.	.	-2	.	14	1	-3	9
O=C(CSc1nnc(-c2ccc(F)cc2)c2ccccc12)Nc1c(F)cccc1F	-11	7	-0.6	2	2	-12	6	2	-12	-1
CC(C)c1nnc(NC(=O)CCC(=O)NCCc2ccccc2)s1	-2	0	-2.3	7	-3	3	-1	1	-2	-4
CCc1nnc(NC(=O)C23CC4CC(CC(C4)C2)C3)s1	-4	-2	0.4	0	-2	-8	8	4	5	5
O=C(NC1CCCCC1)N1CCN(c2nc(-c3ccccc3)cs2)CC1	2	1	-3.0	1	1	-5	3	2	-7	-1
CC(C)CN(CC(C)C)C(=O)CCCC(=O)N(CC(C)C)CC(C)C	7	-1	0.9	6	2	-1	1	1	2	0
CC1(c2ccccc2)NC(=S)N2C1NC(=S)N2c1ccccc1 (configuration not stated)	6	2	0.8	3	2	3	15	0	0	2
CCc1nc2c(OCc3ccc(Cl)cc3Cl)cccn2c1N(C)C(=O)C1CC1	0	-1	-0.9	3	0	.	-10	-1	-2	2
CC1(C)SC(=S)N(Cc2ccc3c(c2)OCO3)C1N(O)C(=O)NC1CCCCC1 (configuration not stated)	0	2	-2.7	-3	0	-20	-5	0	-20	-1
COCCSc1nnc(NC(=O)c2ccc3c(c2)OCO3)s1	18*	69*	1.4	-1	-1	9	1	-2	4	0
Cc1ccc2c(c1)N(Cc1ccc3c(c1)OCO3)C(=O)C(C)O2 (configuration not stated)	-1	4	-0.4	0	-1	-11	1	-1	1	-10
Cc1coc(C)c1C(=O)CC1(O)C(=O)N(Cc2ccccc2)c2ccccc21 (configuration not stated)	5	1	-0.4	-2	12	-14	-3	4	2	4

A stretch of the results above:
SMILES	SIAE primary	UHRF1 binding	PG9 Ab binder	TCR CD3 inh	PRMT1 inh	HTRA1 inhibitor	TDP2 absorb	LEDGF integ inh	ABHD4 inh	DDE Tn7 FP inh
CC1(c2ccccc2)NC(=S)N2C1NC(=S)N2c1ccccc1 (configuration not stated)	6	2	0.8	3	2	3	15	0	0	2
CCc1nc2c(OCc3ccc(Cl)cc3Cl)cccn2c1N(C)C(=O)C1CC1	0	-1	-0.9	3	0	.	-10	-1	-2	2

Going on with the list.
SMILES	SIAE primary	UHRF1 binding	PG9 Ab binder	TCR CD3 inh	PRMT1 inh	HTRA1 inhibitor	TDP2 absorb	LEDGF integ inh	ABHD4 inh	DDE Tn7 FP inh
COc1cc(Cl)c(C)cc1NC(=O)c1ccccc1-n1cnnn1	-5	-1	-1.3	4	0	2	-3	1	-1	3
O=P1(NC2CCCCC2)OCC2(CO1)COP(=O)(NC1CCCCC1)OC2 (configuration not stated)	-2	2	-1.2	-3	0	1	2	-1	5	1
CNC(=S)Nc1cccc(S(=O)(=O)NC2=NCCC2)c1	8	1	0.1	-7	-3	2	-1	3	-4	2
Cc1cc(C)nc(N(C#N)CC(=O)Nc2ccccc2)n1	-2	-4	-1.6	2	-3	-4	4	-2	0	-9
CC1C(=O)Nc2ccc(S(=O)(=O)NCCc3ccc(Cl)cc3)cc2NC1=O (configuration not stated)	-8	3	0.8	-7	5	-3	-4	1	-10	5
COc1ccc(OC)c(NC(=O)c2ccc(CN3CCc4ccccc4C3)cc2)c1	-3	0	-1.6	-5	2	-15	-8	-5	-1	1
COc1ccccc1S(=O)(=O)Cc1ccc(C(=O)NCCCN2CCN(c3ccc(F)cc3)CC2)o1	-1	3	1.0	2	1	5	-13	-6	-3	7
O=C(Oc1ccc(C(=S)N2CCC(O)CC2)cc1)c1ccc(Cl)cc1	-1	-3	1.2	-2	-3	-7	5	0	-6	-2
CCN(CC1COc2ccccc2O1)C(=S)NCCCN(C)C (configuration not stated)	0	-2	-0.4	-6	1	0	8	-3	4	3
CCCC(=O)N1CCc2[nH]c3ccccc3c2C1	-5	-5	-0.4	0	6	-10	10	-1	-1	8
Nc1ccc(N2CCOCC2)c2nonc12	-6	30*	-5.2	-6	40*	19	92*	22*	13	2
Cc1nc2ccc(N)cc2s1	9	-2	-3.0	6	-3	-3	-7	-4	3	-2

Ordered by the number under UHRF1 binding (rising): 5 of the compounds above
compound,UHRF1 binding
CCCC(=O)N1CCc2[nH]c3ccccc3c2C1,-5
Cc1cc(C)nc(N(C#N)CC(=O)Nc2ccccc2)n1,-4
O=C(Oc1ccc(C(=S)N2CCC(O)CC2)cc1)c1ccc(Cl)cc1,-3
CC1C(=O)Nc2ccc(S(=O)(=O)NCCc3ccc(Cl)cc3)cc2NC1=O (configuration not stated),3
Nc1ccc(N2CCOCC2)c2nonc12,30*

(more compounds)
SMILES	SIAE primary	UHRF1 binding	PG9 Ab binder	TCR CD3 inh	PRMT1 inh	HTRA1 inhibitor	TDP2 absorb	LEDGF integ inh	ABHD4 inh	DDE Tn7 FP inh
COc1ccc(S(=O)(=O)Nc2cccc3ccc(O)cc23)cc1	5	-2	-3.1	4	-1	-1	2	0	-6	-7
COc1ccc(NS(=O)(=O)c2cccc(C(=O)OCC(=O)Nc3cc(C)on3)c2)cc1	-6	1	-0.7	-6	0	-12	-6	0	-6	-1
CCCCOc1ccc(S(=O)(=O)NC(=O)C2(C)CCN2C(=O)c2c(C)noc2C)cc1 (configuration not stated)	0	-2	-1.5	3	-5	.	3	2	3	9
COc1ccc2ccccc2c1C=NNC(=O)c1cc(-c2ccc(C)c(C)c2)n[nH]1	-31	-3	.	.	-4	.	9	1	-71	-1
Cc1cc(C(=O)N2CCN(C(=O)c3ccco3)CC2)ccc1[N+](=O)[O-]	6	1	0.0	-1	-4	-4	-10	4	-7	1
Cc1ccc(NS(=O)(=O)c2ccc(C(=O)Nc3nncs3)cc2)cc1	4	-2	-0.6	2	1	-2	10	-2	0	-4
Cc1ccc(F)cc1NC(=O)COC(=O)c1ccc2ncsc2c1	-4	0	1.4	-9	8	1	-10	3	-6	-1
CC(C)C[C@H]1CN(CCCC[C@@H]2CNC(=O)C(=O)N2CC2CCCCC2)C(=O)C(=O)N1CCc1ccccc1	-8	21*	1.6	1	-3	.	-7	6	-8	0
O=C(O)c1cnn2c(C(F)F)cc(C3CC3)nc12	-4	3	-2.3	-9	1	0	1	1	3	1
CCS(=O)(=O)N1N=C(c2cccc(NS(C)(=O)=O)c2)CC1c1ccc(C)cc1 (configuration not stated)	-4	-2	-1.4	1	-1	-24	4	1	-29	-2
O=C(/C=C1\C(=O)Nc2ccccc21)/C=C1\C(=O)Nc2ccccc21	19*	-9	-1.5	6	53*	25	8	2	41*	-4
COc1ccccc1NC(=O)C1CCN(S(=O)(=O)c2cccs2)CC1	-2	1	-1.4	-4	-3	-2	-15	3	-9	-3
Cc1nnc(SCC(=O)Nc2ncc(Cc3ccc(F)cc3)s2)n1N	-1	2	-2.0	2	0	1	4	-1	6	-5
CCCCCC(=O)N/N=C/c1cccs1	-2	-2	-2.8	9	-3	7	0	0	-1	5
COc1cc2cc(CCCOC(=O)c3ccc(F)cc3)oc(=O)c2cc1OC	7	-2	-1.2	2	0	0	6	-1	-6	7
Cn1c(Cl)cnc1C(O)c1ccccc1 (configuration not stated)	1	4	-0.3	2	1	-2	-2	0	-10	7
CCOc1ccc(C(C(=O)NCC2CCCO2)N(Cc2cccnc2)C(=O)c2snc(C(N)=O)c2N)cc1 (configuration not stated)	-4	-1	0.8	-4	-1	-5	4	0	0	2
CCCCCC1CC(CC/C(C)=N/NC(N)=O)C(=O)O1 (configuration not stated)	2	1	-0.1	3	2	-2	5	0	-3	5
Cc1ccccc1Nc1ncnc2c1cnn2Cc1ccccc1	1	-1	-0.9	-1	0	.	-3	1	6	-5
Nc1nc(SCc2ccccc2)c2ncn(C3CCCO3)c2n1 (configuration not stated)	10	0	-0.7	-2	-2	-6	5	-4	-1	-3
COC(=O)c1sc(S(=O)(=O)N2CCN(c3ccccc3)CC2)c(C(=O)OC)c1C	-2	1	-1.4	-4	-1	-2	10	-4	-3	14*
O=C(NCCSCc1ccco1)Nc1ccccc1	3	-6	-2.1	1	5	-8	8	-2	-1	0
CC1C(c2ccccc2)C(C#N)(C#N)C2(C#N)C(=O)NC1(N)C2C (configuration not stated)	-2	23*	0.1	-1	-1	3	7	-2	5	-4
CC(=O)Nc1ccc(C(=O)N2CCCC2)cc1	4	3	1.1	8	-4	3	10	1	0	-6
O=C(OCC(=O)N1CCC(Cc2ccccc2)CC1)c1ccccc1NCCO	4	-1	1.1	0	0	-6	5	-2	-1	-5
COc1ccc(S(=O)(=O)N2CCN(S(=O)(=O)c3ccc4c(c3)OCCO4)CC2)cc1	-2	-5	0.0	-1	-6	-1	-2	3	3	-4
COc1ccc(S(=O)(=O)N2CCC(C(=O)NC3CCCC3)CC2)cc1OC	8	-1	0.0	-2	-2	1	18	2	-1	0
N#Cc1c(NC(=O)c2cccc(S(=O)(=O)Nc3ccc(C(=O)O)cc3)c2)sc2c1CCCC2	-8	1	-1.7	1	1	-2	-6	1	36*	-6
Cc1ccc(S(=O)(=O)N(C)C)cc1NC(=O)C(C)OC(=O)c1ccc2c(c1)OCCO2 (configuration not stated)	-4	1	1.9	6	5	2	-2	3	6	-8
